KDM5B inh – KDM5B demethylase inhibition. KDM5B demethylase, FDH-coupled NADH fluorescence (FDH is formaldehyde dehydrogenase). Potency, µM (top dose mostly 57.7 µM), for the others: top-dose activity change, negative = inhibition, actives largely listed as inhibitors. 220,000 compounds, 2.6% hits. AID 1347165; active = well fitted inhibition curve with a large enough effect; inconclusive = small, poorly fitted or top-dose-only effect; inactive = no such curve, though single readings can be large or run the other way; also: 0% is about no effect; nearly all actives have a fitted effect of over 70% in size
Target sequence (Q9UGL1 whole entry, looked up): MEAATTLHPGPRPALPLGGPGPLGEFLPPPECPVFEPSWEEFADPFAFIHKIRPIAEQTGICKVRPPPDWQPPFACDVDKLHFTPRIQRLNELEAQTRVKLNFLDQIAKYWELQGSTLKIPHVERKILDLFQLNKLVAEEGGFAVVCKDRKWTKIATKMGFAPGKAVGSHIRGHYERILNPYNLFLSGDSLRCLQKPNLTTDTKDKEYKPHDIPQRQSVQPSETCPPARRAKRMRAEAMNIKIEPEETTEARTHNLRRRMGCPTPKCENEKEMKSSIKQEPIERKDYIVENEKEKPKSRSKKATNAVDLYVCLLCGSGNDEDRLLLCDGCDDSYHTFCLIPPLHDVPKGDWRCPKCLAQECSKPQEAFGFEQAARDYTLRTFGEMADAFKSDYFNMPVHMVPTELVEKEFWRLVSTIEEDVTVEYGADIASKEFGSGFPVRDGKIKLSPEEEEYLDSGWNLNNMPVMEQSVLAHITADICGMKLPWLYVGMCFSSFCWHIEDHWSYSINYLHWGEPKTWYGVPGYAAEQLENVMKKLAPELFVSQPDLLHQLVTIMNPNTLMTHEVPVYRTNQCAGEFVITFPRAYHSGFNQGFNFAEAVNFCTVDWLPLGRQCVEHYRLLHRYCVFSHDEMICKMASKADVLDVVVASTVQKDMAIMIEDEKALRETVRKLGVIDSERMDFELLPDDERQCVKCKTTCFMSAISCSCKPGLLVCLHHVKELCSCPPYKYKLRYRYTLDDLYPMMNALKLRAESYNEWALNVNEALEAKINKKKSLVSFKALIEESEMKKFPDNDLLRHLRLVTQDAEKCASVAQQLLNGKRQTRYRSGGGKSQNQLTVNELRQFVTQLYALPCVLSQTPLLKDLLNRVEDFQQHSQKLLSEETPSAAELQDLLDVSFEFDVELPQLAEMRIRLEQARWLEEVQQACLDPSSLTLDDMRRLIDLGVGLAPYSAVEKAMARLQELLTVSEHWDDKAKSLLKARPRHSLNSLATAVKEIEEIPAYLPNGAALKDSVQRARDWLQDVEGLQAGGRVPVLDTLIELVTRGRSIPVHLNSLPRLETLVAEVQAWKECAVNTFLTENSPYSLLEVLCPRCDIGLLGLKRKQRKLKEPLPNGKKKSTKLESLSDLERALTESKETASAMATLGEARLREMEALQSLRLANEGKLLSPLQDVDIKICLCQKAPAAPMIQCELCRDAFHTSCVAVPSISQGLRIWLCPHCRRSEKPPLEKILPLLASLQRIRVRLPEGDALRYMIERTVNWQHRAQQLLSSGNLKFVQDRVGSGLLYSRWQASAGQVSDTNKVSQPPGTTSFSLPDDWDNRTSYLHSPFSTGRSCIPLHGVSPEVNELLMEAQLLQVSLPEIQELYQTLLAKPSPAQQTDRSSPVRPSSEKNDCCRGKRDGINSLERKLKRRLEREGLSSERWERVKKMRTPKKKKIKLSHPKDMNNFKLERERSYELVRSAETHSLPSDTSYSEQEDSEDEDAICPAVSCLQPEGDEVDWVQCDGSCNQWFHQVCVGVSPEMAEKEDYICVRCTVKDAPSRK
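Coupled FDH/NAD⁺ fluorescence readout. KDM5BΔAP 200 nM final; compound titration, 10 min RT preincubation; substrate mix 12.5 µM H3K4me3, 25 µM 2-OG, 50 µM Fe(II), 100 µM ascorbate, 0.25 mM NAD⁺, 0.25 U/mL FDH; ΔRFU over 30 min.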
* marks the source's active call; other numbers are inactive results; u = inconclusive; & = joins results of further samples; [ ] = dose if it differs, or a comment. Potency is read from the fitted curve at half-maximal effect.

SMILES	KDM5B inh
C[C@@H](NC(=O)c1cnccn1)c1c(-c2ccc(F)cc2)noc1C(=O)O	u
Cc1nc2nc(NC(=O)c3ccc(C(C)(C)C)cc3)[nH]n2c(=O)c1Cc1ccccc1	u
O=C(NCc1ccccc1Cl)C1CCCN(S(=O)(=O)c2cccc3nonc23)C1 (centres undefined)	-14%
O=C(c1ccncc1)N1CCC(N2C(=O)C3(CCCC3)C2c2ccccc2)CC1 (centres undefined)	-7%
O=S(=O)(CCNCc1cccc(Cl)c1)Cc1ccccc1	-11%
C1=CCC(c2nc(C3CCOCC3)nn2-c2cccnc2)C1	48%[activator]
C=CCNC(=O)c1cnn2c1CN(C(=O)c1ccccc1)CC2	5%[149 µM]
O=C(NC1CCCC1)N1CCc2nc(-c3ccc(Cl)cc3)nc(-c3ccccc3)c2C1	-9%
c1ccc(OCc2noc(CN3CC[C@@H]4CCCC[C@H]4C3)n2)cc1	13%
Cc1cc(N2CCC(C(=O)N(CC(C)C)CC(C)C)CC2)n2nc(C)c(-c3ccc(Cl)cc3)c2n1	-31%
O=C1C(N2CCN(Cc3ccc[nH]3)CC2)CCN1Cc1cccnc1 (centres undefined)	u
CCC(C)NC(=O)c1cc(-c2ccc3c(c2)OCO3)nc2ccccc12 (centres undefined)	-7%
CNCc1ccccc1-c1ccccc1	-15%[230 µM]
CCOc1ccc(-c2nc(SCC(=O)Nc3ccc4c(c3)OCO4)c(-c3ccc(F)cc3)[nH]2)cc1	18%
O=C(CC1CCCC1)NCCc1cccnc1	21%
CCOc1ccc(CN(C)CC(=O)NCc2ccc(F)cc2)cc1	12%
C[S+](=O)([O-])Nc1cccc(Nc2cnc3ccc(-c4cccc(CO)c4)nn23)c1	-6%[86.2 µM]
Cc1cc(Nc2cccc(C(F)(F)F)c2)nc2ccc(NC(=O)c3cncc(Br)c3)cc12	19%
COc1ccc(NC(=O)CSc2nc3nc(C)cc(C)n3n2)cc1	-12%&-24%
Cc1ccc(NC(=O)Cc2nnc(SCC(=O)NC34CC5CC(CC(C5)C3)C4)n2C)c(C)c1	-12%
CCc1nc(-c2ccc(OC3CCN(C(=O)c4sc(C)nc4C)C3)cc2)no1 (centres undefined)	-5%
O=C(c1[nH]ncc1-c1ccccc1)C1CO1 (centres undefined)	22%
CCCC(=O)Nc1nn2c(-c3ccccc3)nnc2s1	8%
CN(C)C(=O)[C@]12CCCC[C@@H]1N(CCc1ccccc1)C(=O)CC2	-6%
COc1cc(F)ccc1-c1cc(C(=O)NCc2cccnc2)c2c(c1)ncn2C	35µM*

The final three records of the section above lead into the next.
SMILES	KDM5B inh
CCCC(=O)Nc1nn2c(-c3ccccc3)nnc2s1	8%
CN(C)C(=O)[C@]12CCCC[C@@H]1N(CCc1ccccc1)C(=O)CC2	-6%
COc1cc(F)ccc1-c1cc(C(=O)NCc2cccnc2)c2c(c1)ncn2C	35µM*
O=c1c(Cl)c(N2CCN(S(=O)(=O)c3ccc4ccccc4c3)CC2)cnn1-c1ccccc1	19%
Cc1sc2c(c1C)c(=O)n(-c1ccc(Cl)cc1)c(=O)n2Cc1c(F)cccc1Cl	-5%
CC(C)c1ccc(CN2CCCC3(CCN(C(=O)c4ccnn4C)C3)C2)cc1 (centres undefined)	10%
COc1ccc(CNC[C@H]2COCc3nc4cc(C(F)(F)F)ccc4n32)cn1	7%[86.2 µM]
O=C(CCc1ccccc1)N1CC=C(c2c[nH]c3ccccc23)CC1	u
N#Cc1ccccc1-n1cccc1	5%
O=C(CSc1nc(-c2ccc(F)cc2)cc(C(F)(F)F)n1)NCc1ccccc1	u
COc1ccc(C(=O)N[C@@H]2CCC[C@@H]2C(=O)NCCCN2CCOCC2)cc1	18%
CN1CCCC2(CCN(C(=O)Cc3cccc4ccccc34)C2)C1=O (centres undefined)	46%[activator]
CN(CC(=O)NCCc1ccc(S(N)(=O)=O)cc1)Cc1c(F)cccc1Cl	26%
NC(=O)C1CCN(c2csc3ccc(F)cc3c2=O)CC1	u
O=C(O)CCC(CNS(=O)(=O)c1ccc(F)cc1)C(F)(F)F (centres undefined)	23%
CCCn1c(C)cnc1CC1CCCN(S(=O)(=O)c2cn(C)cn2)C1 (centres undefined)	7%
CC(NC(=O)CSc1nc(C2CC2)n(-c2ccccc2)n1)c1ccco1 (centres undefined)	1%
Cc1cccc(C(=O)NCCc2noc(C3CC3)n2)c1	-8%
Cc1cccc(-c2nc3c4ccccc4nc(NCc4ccccc4Cl)n3n2)c1	-17%
CC(C)N1C[C@H](O)C[C@H]1c1nnc2n1CCN(C(=O)c1cccn1C)C2	u
Cc1cc(C)c2oc(C(=O)Nc3c(C(=O)c4ccccc4)oc4ccccc34)cc(=O)c2c1	-5%
CC(C)c1noc(C2CCCN(Cc3cn(C(C)C)c4ccccc34)CCC(=O)NCC2)n1 (centres undefined)	-10%
COC(=O)C1=C(C)N(C)C(=O)NC1c1ccc(Br)o1 (centres undefined)	-7%
CCOC(=O)Cn1c(=O)oc2cc(S(=O)(=O)N3CCN(c4cccc(C)c4)C(C)C3)ccc21 (centres undefined)	7%
COCCCn1c(C)cnc1C1CCN(C(=O)NCc2ccc(C)cc2)C1 (centres undefined)	-10%
CNC(=O)c1noc([C@@H]2CC(F)(F)CN2C(=O)CCC2CCCC2)n1	1%
O=C(c1n[nH]c2c1CCCCCC2)N1CCc2c(nc3cc(-c4ccccc4)[nH]n3c2=O)C1	u
CCC/C(=N\NC(=O)c1ccc(C(C)(C)C)cc1)c1ccccc1	27%

Part of the list above, set out differently:
canonical_smiles,KDM5B inh
CC(C)N1C[C@H](O)C[C@H]1c1nnc2n1CCN(C(=O)c1cccn1C)C2,u
Cc1cc(C)c2oc(C(=O)Nc3c(C(=O)c4ccccc4)oc4ccccc34)cc(=O)c2c1,-5%
CC(C)c1noc(C2CCCN(Cc3cn(C(C)C)c4ccccc34)CCC(=O)NCC2)n1 (centres undefined),-10%
COC(=O)C1=C(C)N(C)C(=O)NC1c1ccc(Br)o1 (centres undefined),-7%
CCOC(=O)Cn1c(=O)oc2cc(S(=O)(=O)N3CCN(c4cccc(C)c4)C(C)C3)ccc21 (centres undefined),7%
COCCCn1c(C)cnc1C1CCN(C(=O)NCc2ccc(C)cc2)C1 (centres undefined),-10%

The listing continues:
SMILES	KDM5B inh
Cc1cnc(-c2ccncc2)n1CCNC(=O)NCc1ccc(F)cc1	6%
Cc1ccccc1CNC(=O)CSc1cccs1	0%
COc1cc(-c2onc(C)c2C(=O)NCCCCc2ccccc2)cc(OC)c1OC	25µM*
CC(C)COC(=O)/C(=C/c1ccco1)NC(=O)c1ccccc1Cl	-9%
Cc1cc(-c2ccc(C)c(S(=O)(=O)NC3CCCCC3)c2)on1	-10%
CN(C)C(=O)C1CN(C(=O)Nc2ccccc2F)CC12CCOCC2 (centres undefined)	-2%
CCn1ncc(NC(=O)Cn2ncc3cc(-c4ccccc4F)ccc32)n1	u
O=C(Nc1c(NC2CCCC2)c2ccccc2oc1=O)c1cccs1	62%[activator]
CC(=O)N[C@H]1CO[C@H]2[C@@H]1OC[C@@H]2Nc1nccc(-c2cccc(F)c2)n1	35µM*
CC(C)c1cccc(NC(=O)Cn2nc3n(c2=O)CCCCC3)c1	u
CCCNC(=O)N1CCC(c2noc(COCCOC)n2)CC1	18%
N#Cc1c(C(F)(F)F)cc(-c2cccs2)nc1SCc1ccccc1F	u
Cc1ccc(S(=O)(=O)N(C)Cc2ccc(F)cc2)cc1	4%[86.2 µM]
CCCn1c(N)c(N(CCOC)C(=O)c2cccc(Cl)c2)c(=O)[nH]c1=O	9%
COc1ccc(CNc2ncnc3c2CN(C2CCCNC2)C(=O)CN3C)cc1 (centres undefined)	u
c1cc2c(cc1CN1CCCC1)CNCCO2	2%
CCOc1ccccc1N1CCN(CC(=O)Nc2ccc(C)cc2F)CC1	4%
O=C1NC(=NC2CCCC2)C2(CCCN([S+](=O)([O-])c3cccs3)C2)N1c1cccnc1 (centres undefined)	1%[115 µM]
CC(C)(C)CC(C)(C)NC(=O)C1CNC(=O)C1 (centres undefined)	-4%
CC(C)OCCCNC(=O)C1CC(=O)N(c2n[nH]c3cccc(F)c23)C1 (centres undefined)	-18%
CC(C)OCc1ccccc1CNS(=O)(=O)c1ccc(Cl)cc1C(F)(F)F	2%
Cc1nn(C)c(C)c1CC(=O)NCc1cccnc1N1CCOCC1	23%
CC(Nc1ncccc1[N+](=O)[O-])c1cccc(Cl)c1 (centres undefined)	11%
Cc1cc2nn(-c3ccc(Cl)cc3)nc2cc1NC(=O)C(C)C	u
CCn1c(C)c(C)c2cc(C(=O)NCCCN3CCCCC3C)ccc21 (centres undefined)	-4%
SMILES	KDM5B inh
O=[N+]([O-])c1ccccc1OCCCOc1ccc(Cl)c2cccnc12	-22%
COc1ccc(CN(CC(F)(F)F)C(=O)c2cnc3ccccc3n2)cc1	-15%
COc1ccc(Nc2nc(-c3ccc(C)cc3)cs2)cc1	5%
CCOc1ccc(C2CCCN2C(=O)c2nn(C)c(=O)c3ccccc23)cc1 (centres undefined)	-11%
Cc1cccc(-c2ocnc2C(=O)Nc2ccc(C)c(Cl)c2)c1	u
COc1ccc(-c2noc(-c3nc(-c4cccnc4)no3)n2)cc1OC	-4%
O=c1c(=O)n(-c2ccc(F)c(F)c2)ccn1Cc1ccc(F)cc1Cl	-2%
N#Cc1ccc(CSc2nnc(N3CCCCC3)n2-c2ccccc2)cc1	22%
CCOC(=O)c1ccccc1NC(=O)NCc1cccn1Cc1ccc(F)cc1	-23%
COc1ccc(S(=O)(=O)c2nnn(-c3ccc(C(C)C)cc3)c2C)cc1	-5%
CSc1ccc(NC(=O)c2ccc3c(c2)OCC(=O)N3)cc1	15%
Cn1c(SCC(=O)NC(C)(C)C)nnc1-c1cc2c(s1)CCC(C(C)(C)C)C2 (centres undefined)	-2%
COCCn1c(=O)c2c(nc(-n3nc(C)c(C)c3C)n2Cc2ccccc2)n(C)c1=O	-5%
CSc1ncc(C(=O)Nc2ccccc2C(F)(F)F)c(-c2ccccc2)n1	-10%
COc1cccc(NC(=O)c2ccc3c(c2)CCN3S(C)(=O)=O)c1	-10%
COc1cc(NC(=O)c2ccc(-c3nc(CSc4ccccc4)c(C)o3)cc2)cc(OC)c1	-3%
Cc1cc(C)cc(NC(=O)N2CCC(Oc3ncccc3C(=O)N(C)C)C2)c1 (centres undefined)	5%
Cc1cc2cc(NS(=O)(=O)c3ccc4ccccc4c3)ccc2[nH]1	5%
CC1(C)CC(=O)C2=C(C1)OC(N)=C(C#N)C2c1ccc(C(F)(F)F)cc1 (centres undefined)	20%
Cc1cccc(-n2ncc(C(=O)N3CCc4ccccc4C3)c2C2CCN(C(=O)OC(C)(C)C)CC2)c1	-14%
Cc1nc(N2CCN(C(=O)c3ccc(C)c(F)c3)CC2)cc(C(F)(F)F)n1	16%
Cc1noc([C@@H](C)NC(=O)C2CCCC2)c1C(=O)O	5%[115 µM]
Cc1noc(C)c1-c1cc2cc(CN(C)C)oc2c(NCCc2ccccc2)n1	-22%[86.2 µM]
COc1cc(NC(=O)CN(C)S(=O)(=O)c2ccc3nc(C)sc3c2)cc(OC)c1	-6%
CSCCC(=O)NC1CC(=O)N(Cc2cccc(F)c2)C1 (centres undefined)	55%[activator]
SMILES	KDM5B inh
CCN(CCn1cccn1)C(=O)c1csc2nc(-c3cccc(F)c3)cn12	-2%
O=c1cc(CSc2ncn[nH]2)[nH]c2ccc(F)cc12	u
O=C([C@H]1C[C@H](Oc2ccccc2)CN1C(=O)C1CCCC1)N1CCOCC1	10%
CCCSc1nnc2c(n1)OC(c1ccc(Br)s1)Nc1ccccc1-2 (centres undefined)	u
CC1(C)CC(=O)C2=C(C1)OC(=O)CC2c1ccc2ccccc2c1 (centres undefined)	8%
Cc1noc(Cn2c(=O)c3ccccc3n(CC(=O)Nc3cc(Cl)ccc3C)c2=O)n1	5%
Cc1cccc(=O)n1CCCn1cc(C2CCCNC2)nn1 (centres undefined)	u
Cc1ccc(NC(=O)c2cc3n(n2)CC(c2ccc(Cl)cc2)OC3)cc1C (centres undefined)	u
CC1=C(C(=O)OCc2ccc(C)cc2)C(c2ccccc2F)CC(=O)N1 (centres undefined)	-55%
c1ccc(CN2CCCNC2)cc1	110%[activator]
Cc1ccccc1C(=O)NC(c1ccccc1)C(C)(C)C (centres undefined)	17%
CC1(C)c2cc(Cl)ccc2-n2c1cc(O)c(-c1ccccc1)c2=O	u
COc1ccc(C(NC(=O)c2nc(-c3ccco3)sc2C)c2nccn2C)cc1 (centres undefined)	u
Cc1nc2ccc(C(=O)N3CCN(C(=O)C4CC4)CC3)cc2nc1C	4%
Cc1nc(C)c(C(=O)N2CCCC(c3nn(C)c(=O)n3C3CCCC3)C2)s1 (centres undefined)	-6%
Cc1cc(C)cc(C(=O)OCCN(C)C2CN(Cc3cn(Cc4ccccc4F)nn3)S(=O)(=O)C2)c1 (centres undefined)	11%
COc1ccc(-c2cc3nc(C)c(CCC(=O)N4CCN(c5ccccc5)CC4)c(C)n3n2)c(OC)c1	u
COc1ccc(-c2cc(C[C@H]3CNCC[C@H]3CC(=O)NCCN3CCOCC3)no2)cc1	6%

Screening results: PubChem BioAssay, National Center for Advancing Translational Sciences (NCATS)

Not all compounds are listed; count on the stated rates, not on these rows.
